# Screening data deposited in PubChem by several laboratories.
# PHOSPHO1 block: blocks human PHOSPHO1 phosphatase activity; Q8TCT1; recombinant PHOSPHO1, absorbance phosphatase assay; inhibition, % at 13.3 µM; actives 1.1% (n = 290,000); AID 1565; in the data active = inhibition above about 60%
# Target sequence (Q8TCT1 whole entry, looked up): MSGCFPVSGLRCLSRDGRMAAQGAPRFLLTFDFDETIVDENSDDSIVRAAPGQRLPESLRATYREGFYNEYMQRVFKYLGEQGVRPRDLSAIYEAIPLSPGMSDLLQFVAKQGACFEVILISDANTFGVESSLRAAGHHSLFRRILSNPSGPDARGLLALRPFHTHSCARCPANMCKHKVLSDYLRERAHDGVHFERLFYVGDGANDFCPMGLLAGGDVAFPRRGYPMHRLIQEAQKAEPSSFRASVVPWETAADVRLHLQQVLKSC
# NALP1 inh: inhibitors of NALP1 inflammasome in yeast | S. cerevisiae NALP1/ASC/caspase-1 growth, X-gal OD620, 72 h | inhibition, % at 10 µM | actives 0.61% (n = 280,000) | AID 2071; in the data active = inhibition mostly above about 24%, no sharp cut-off; inactive = mostly below about 32%; also: some compounds called inactive have numbers as strong as hits
# MEKK2 WT-MEK5: raises or lowers MEK5 binding to wildtype human MEKK2 PB1 domain. binding response (% of control), % at 10 µM. bead flow cytometry, Alexa488-MEK5 binding to MEKK2 WT; actives lie on both sides. Q9Y2U5. actives 1.1% (n = 290,000); in the data active = binding response below about 67% or above about 130%
# GPR7 antag: human neuropeptides B/W receptor 1 antagonism. P48145. GPR7-expressing cells, fluorescence antagonist assay. inhibition, % at 4.4 µM. actives 1.1% (n = 290,000). AID 1861; in the data active = inhibition above about 16%, passing the limit was not always enough;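 also: cells stimulated with the agonist NPW; 0% = agonist with vehicle and 100% = vehicle without agonist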
# GalR3 antagonist: blocks the human galanin receptor 3. HEK293 GalR3-CNG cAMP membrane potential fluorescence; galR3 body fused to GalR1 C-terminus. inhibition, % at 3 µM. actives 0.44% (n = 360,000);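 active = inhibition above the screen-wide average plus 3 SD, cut at about 13% in these data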;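 also: forskolin and galanin both at EC90 stimulate the cells; cAMP rise reported by CNG channel membrane potential dye signal; 0% = forskolin plus galanin with DMSO and 100% = forskolin alone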
# Target sequence (O60755 1-299 limits assumed): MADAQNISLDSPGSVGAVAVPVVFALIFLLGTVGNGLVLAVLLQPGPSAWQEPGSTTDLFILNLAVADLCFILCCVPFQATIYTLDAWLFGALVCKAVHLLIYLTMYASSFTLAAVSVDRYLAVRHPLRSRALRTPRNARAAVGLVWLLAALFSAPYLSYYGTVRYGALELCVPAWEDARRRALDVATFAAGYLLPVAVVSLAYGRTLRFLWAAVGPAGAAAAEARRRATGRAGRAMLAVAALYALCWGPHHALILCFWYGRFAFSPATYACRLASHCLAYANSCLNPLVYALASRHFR
# MEKK3 PB1 HTS: modulators (inhibitors or enhancers) of MEK5 binding to human MEKK3 PB1 domain | bead-based flow cytometry, Alexa488-MEK5 binding to MEKK3; actives lie on both sides; 0 = blocked by unlabeled MEK5, 100 = vehicle | binding response (% of control), % at 10 µM | Q99759 | actives 1.4% (n = 290,000) | AID 1529;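 active = binding response more than 3 SD above or below the average of its plate-row segment, actives on both sides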;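 also: Alexa488 bead fluorescence after subtracting the streptavidin-only scavenger bead signal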
# MEKK2 mut-MEK5: signal of MEK5 binding to mutant human MEKK2 PB1 domain; bead flow cytometry, Alexa488-MEK5 binding to MEKK2 mutant; percent response, % at 10 µM; actives 0.35% (n = 290,000); in the data active = percent response above about 24%, passing the limit was not always enough; also: inactives centre near 1; some results filed as inactive read as strong as hits; reference of the scale not given here
# V1R ag counter: V1a receptor agonism, counter-screen for OXTR agonists. P37288. CHO-V1R cells, Fluo-8 calcium fluorescence, agonist mode; 0% DMSO, 100% 3 nM vasopressin. activation, % at 3 µM. actives 0.25% (n = 320,000). AID 2797;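 active = activation above the mean activation of all tested compounds plus 3 SD, per screening run, cut at about 20% in these data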;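 also: signal is peak over basal fluorescence ratio across a 100 second FLIPR read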
# Target sequence (P37288 whole entry, looked up): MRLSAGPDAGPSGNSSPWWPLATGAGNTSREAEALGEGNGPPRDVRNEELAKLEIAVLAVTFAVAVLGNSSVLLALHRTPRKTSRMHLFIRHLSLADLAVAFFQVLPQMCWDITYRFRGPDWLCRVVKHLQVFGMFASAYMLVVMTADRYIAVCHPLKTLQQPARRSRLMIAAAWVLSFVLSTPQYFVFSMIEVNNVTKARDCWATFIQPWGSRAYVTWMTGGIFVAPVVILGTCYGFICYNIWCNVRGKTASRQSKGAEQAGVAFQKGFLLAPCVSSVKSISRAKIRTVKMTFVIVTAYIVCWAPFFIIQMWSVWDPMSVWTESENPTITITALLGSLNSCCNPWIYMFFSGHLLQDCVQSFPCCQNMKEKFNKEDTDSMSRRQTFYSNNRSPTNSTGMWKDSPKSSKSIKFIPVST
# OXTR ag: activates the human oxytocin receptor; CHO-OTR cells, Fluo-8 calcium fluorescence; normalized: DMSO 0%, oxytocin 100%; P30559; activation, % at 3 µM; AID 2435; actives 0.32% (n = 320,000);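 active = activation above the mean of all tested compounds plus 3 SD, cutoff set per screening run, cut at about 20% in these data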;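 also: peak over basal fluorescence ratio from a 100 s FLIPR kinetic read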
# The depositor's hits bear a star; . = no result given. These rows are one share of the data; the hit share may differ from the screen's.
SMILES,PHOSPHO1 block,NALP1 inh,MEKK2 WT-MEK5,GPR7 antag,GalR3 antagonist,MEKK3 PB1 HTS,MEKK2 mut-MEK5,V1R ag counter,OXTR ag
CCC12CN3CCN(CC(C3)/C1=N/NC(=O)c1ccncc1)C2,-10,-2,102,-14,-1,103,3,1.7,0.0
CCCCn1c(O)c(C(C)=Nc2ccc3c(c2)CCC3)c(=O)[nH]c1=O,17,.,102,-6,-7,103,1,0.7,-2.1
O=c1c2ccccc2nc(-c2ccccc2)n1-c1ccccc1,36,5,98,-14,-5,98,-1,-0.9,-2.5
O=C1NC(=O)N(c2ccccc2)C(=O)/C1=C/C=C/c1ccco1,37,.,91,-6,-1,94,-2,3.5,2.5
O=C(c1ccc(N2CC3CC(C2)c2cccc(=O)n2C3)c([N+](=O)[O-])c1)N1CCCCC1 (centres undefined),-2,0,106,-7,1,105,0,0.4,-1.3
Fc1ccc(C2NCCc3[nH]cnc32)cc1 (centres undefined),10,20,114,-7,-12,103,12,0.3,-0.8
c1ccc(CNC2=NCCS2)cc1,17,19,105,9,-2,104,2,0.3,0.2
COC1C(OC(=O)c2ccc(C)[nH]2)C(O)C(Oc2ccc3c(O)c(NC(=O)c4ccc(O)c(CC=C(C)C)c4)c(=O)oc3c2Cl)OC1(C)C (centres undefined),33,-8,56,14,-4,65,1,-0.8,-1.4
O=c1c2ccccc2nc(-c2ccccc2)n1-c1ccncc1,18,25,106,11,-5,107,3,-0.2,-0.9
Cc1ccc(-n2c(/C=C/c3ccc4c(c3)OCO4)nc3ccccc3c2=O)cc1,6,27,94,-4,-2,89,-2,0.5,-2.1
CCOP(=O)(OCC)C(NC(=O)c1ccccc1C)C(Cl)(Cl)Cl (centres undefined),2,17,100,9,3,98,0,-1.0,-1.0
OC1CCCCC1N1CCC(c2ccccc2)CC1 (centres undefined),28,32,104,-12,.,95,3,1.3,-0.8
CCC(=NCCCN1CCOCC1)c1c(O)n(-c2ccccc2C)c(=O)[nH]c1=O,-12,2,.,-9,-1,.,.,-1.6,0.7
O=C1CN=C(c2ccccc2)c2ccccc2N1Cc1ccc(C(F)(F)F)cc1,0,29,98,-5,-8,103,2,-0.7,-0.6
COc1ccc(CCn2c(O)c(C=NCCCn3ccnc3)c(=O)[nH]c2=O)cc1OC,11,-11,99,6,-5,102,-2,-1.1,-0.7
O=C(O)c1ccc(N=Cc2c(O)n(Cc3ccc(F)cc3)c(=O)[nH]c2=O)cc1,18,0,95,1,-6,101,-3,1.1,-0.2
CN(C)c1ccc(/C=C2\C(=O)NC(=O)N(CCc3ccc(F)cc3)C2=O)cc1,9,.,89,-14,-3,100,-6,1.8,0.2
CC(=O)Nc1ccc(N=Cc2c(O)n(Cc3ccco3)c(=O)[nH]c2=O)cc1,-36,-4,104,-8,-6,103,3,-0.3,0.7
CC(=NCCC1=CCCCC1)c1c(O)n(-c2ccccc2)c(=O)[nH]c1=O,-1,7,96,-5,-2,92,-5,-0.8,-2.0
C=CCn1c(O)c(/C=N/N2CCOCC2)c(=O)[nH]c1=S,-4,17,111,-5,-1,101,12,-0.1,-0.3
CCC(C)NC(=O)CN1C(=O)CN=C(c2ccccc2)c2ccccc21 (centres undefined),26,18,84,19,-4,85,-16,-0.1,0.1
COc1ccc(C(=O)NC(=S)N2C[C@H]3C[C@H](C2)c2cccc(=O)n2C3)cc1,14,-3,97,-5,-6,96,-2,-0.8,0.9
COCCNC(=O)c1c(NC(=O)c2ccc(Br)o2)n(Cc2ccccc2)c2nc3ccccc3nc12,-15,14,92,-5,2,99,-2,1.3,0.4
CCOP(=O)(CN(CC)CCNP(=O)(OCC)OCC)OCC,0,-4,103,-17,1,106,2,0.2,0.1
CN(C)CP(=O)(Nc1ccccc1)N(C)C (centres undefined),-5,-2,107,9,-3,103,7,-1.0,0.9
CCOc1ccc2nc(N=Nc3c(O)[nH]c(=O)[nH]c3=O)sc2c1,12,6,99,4,-3,99,-6,0.6,-0.6
CCOC(=O)C1CCCCC12C(C#N)=C(N)Oc1n[nH]c(C)c12 (centres undefined),3,-3,109,10,0,111,3,0.2,0.0
Oc1c(Cl)cc(Cl)cc1CN1CCN(Cc2ccccc2)CC1,9,14,102,9,-6,99,3,-0.8,-0.4
CC(=O)N1CC(=O)Nc2ccc(Cl)cc2C1c1ccc(F)cc1 (centres undefined),-7,5,102,-10,-3,102,4,-0.1,-0.6
Cn1c(=O)cc(SCC(=O)N2CCC3(CC2)OCCO3)c2ccc(Cl)cc21,-14,2,101,-11,-2,99,-3,0.4,0.5
Cc1ccsc1C(=O)C1CCCN(Cc2cnc(N3CCOCC3)s2)C1 (centres undefined),35,2,104,-12,-2,99,4,3.0,-0.5
O=C(c1cc2ccccc2oc1=O)N1CCC2(CC1)OCCO2,-17,19,102,-12,-2,103,7,0.8,0.6
CCCNS(=O)(=O)c1ccc(OCC(=O)N2CCN(Cc3ccc4c(c3)OCO4)CC2)cc1,-11,-6,100,-3,-3,100,0,8.4,8.8
O=c1[nH]c(=O)n(Cc2ccco2)c(O)c1C=NCCCn1ccnc1,3,4,.,8,-3,.,.,0.0,1.2
Cc1ccccc1NC(=O)CCl,22,.,95,-9,-9,87,-26,1.3,-0.1
COc1ccc(N2C(=O)NC(=O)/C(=C\c3cn(C)c4ccccc34)C2=O)cc1,.,8,100,13,.,106,1,1.6,-0.3
COc1cccc(N2C(=O)NC(=O)/C(=C/c3ccc([N+](=O)[O-])s3)C2=O)c1,-10,.,87,4,-6,100,-5,1.8,2.2
COC(=O)c1c(C)[nH]c(C(=O)C(C)[N+]23CCN(CC2)CC3)c1C (centres undefined),28,0,93,-8,-4,98,-7,1.2,1.5
Cc1ccc(Cn2cc(C=O)c3ccccc32)cc1,.,0,101,-6,-12,98,1,3.7,3.0
c1ccc2[nH]c(CCNC3CCCCC3)nc2c1,-8,-12,86,-10,-3,77,-16,0.5,1.1
CC(C)CCNC(=O)CN1C(=O)CN=C(c2ccccc2)c2ccccc21,34,.,110,-8,-8,120,3,0.1,-0.8
O=C1NC(=O)N(Cc2ccccc2)C(=O)/C1=C\c1ccco1,-6,14,94,-5,-2,102,-1,3.5,1.7
CCOC(=O)c1c(C=O)c2ccccc2n1Cc1ccccc1F,22,-9,103,-4,-6,108,8,0.5,-1.8
O=c1[nH]c(=O)n(Cc2ccccc2)c(O)c1/C=N/Nc1c(F)c(F)c(F)c(F)c1F,-4,-4,90,-14,-5,94,-18,0.1,0.9
N=C(N)c1c(O)n(C2CCCCC2)c(=O)n(C2CCCCC2)c1=O,0,30,100,-27,-9,104,5,3.0,-2.1

# 12 structures already listed, ordered by count of non-hydrogen atoms, descending:
SMILES,PHOSPHO1 block,NALP1 inh,MEKK2 WT-MEK5,GPR7 antag,GalR3 antagonist,MEKK3 PB1 HTS,MEKK2 mut-MEK5,V1R ag counter,OXTR ag
CCCNS(=O)(=O)c1ccc(OCC(=O)N2CCN(Cc3ccc4c(c3)OCO4)CC2)cc1,-11,-6,100,-3,-3,100,0,8.4,8.8
O=c1[nH]c(=O)n(Cc2ccccc2)c(O)c1/C=N/Nc1c(F)c(F)c(F)c(F)c1F,-4,-4,90,-14,-5,94,-18,0.1,0.9
COc1ccc(N2C(=O)NC(=O)/C(=C\c3cn(C)c4ccccc34)C2=O)cc1,.,8,100,13,.,106,1,1.6,-0.3
Cn1c(=O)cc(SCC(=O)N2CCC3(CC2)OCCO3)c2ccc(Cl)cc21,-14,2,101,-11,-2,99,-3,0.4,0.5
COc1cccc(N2C(=O)NC(=O)/C(=C/c3ccc([N+](=O)[O-])s3)C2=O)c1,-10,.,87,4,-6,100,-5,1.8,2.2
O=c1[nH]c(=O)n(Cc2ccco2)c(O)c1C=NCCCn1ccnc1,3,4,.,8,-3,.,.,0.0,1.2
CCOC(=O)c1c(C=O)c2ccccc2n1Cc1ccccc1F,22,-9,103,-4,-6,108,8,0.5,-1.8
COC(=O)c1c(C)[nH]c(C(=O)C(C)[N+]23CCN(CC2)CC3)c1C (centres undefined),28,0,93,-8,-4,98,-7,1.2,1.5
O=C1NC(=O)N(Cc2ccccc2)C(=O)/C1=C\c1ccco1,-6,14,94,-5,-2,102,-1,3.5,1.7
Cc1ccc(Cn2cc(C=O)c3ccccc32)cc1,.,0,101,-6,-12,98,1,3.7,3.0
c1ccc2[nH]c(CCNC3CCCCC3)nc2c1,-8,-12,86,-10,-3,77,-16,0.5,1.1
Cc1ccccc1NC(=O)CCl,22,.,95,-9,-9,87,-26,1.3,-0.1

# (continued)
SMILES,PHOSPHO1 block,NALP1 inh,MEKK2 WT-MEK5,GPR7 antag,GalR3 antagonist,MEKK3 PB1 HTS,MEKK2 mut-MEK5,V1R ag counter,OXTR ag
N=C1c2ccccc2CN1NC(=O)c1ccc(Br)o1,4,22,104,-6,-8,105,1,0.6,0.9
CN(C)C=C1C(=O)N(C2CCCCC2)C(=O)N(C2CCCCC2)C1=O,46,12,100,-12,0,103,6,0.4,-1.0
CCn1c(O)c(C=NCCc2c[nH]c3ccccc23)c(=O)[nH]c1=O,-5,-6,113,10,-7,114,9,2.1,3.3
O=c1c2ccccc2nc(-c2ccoc2)n1-c1ccccc1,45,12,94,-5,.,100,1,-0.7,-0.9
Cc1nc2ccc(Cl)cc2c(=O)n1-c1cccc(Cl)c1,36,9,113,-19,-8,109,9,-0.3,-1.7
COc1ccc(-c2n(-c3ccccn3)c3ccccc3[n+]2-c2ccccn2)cc1,44,.,96,1,-5,97,2,.,.
CC1CCCC(NC(=O)COC(=O)Cc2ccccc2)C1C (centres undefined),6,2,92,-10,1,98,-3,-0.8,-0.9
O=C(CN1CC(c2ccccc2)CC1=O)Nc1cccc(F)c1 (centres undefined),-6,20,98,-10,3,108,-3,1.4,-0.1
CCC(C#N)(CC)P(=S)(c1ccccc1)c1ccccc1,10,25,98,-12,-6,113,-2,1.8,-1.9
CCCCCn1c(=O)c(C(=O)Nc2cccc(C)c2)c(O)c2ccccc21,-6,19,100,22,-3,104,2,-0.7,-1.0
O=c1[nH]c(=O)n(Cc2ccccc2)c(O)c1C=Nc1ccc(CN2CCOCC2)cc1,27,21,107,-14,-6,111,15,3.2,2.1
Cc1cc(N2C(=O)C3CCCN3C2c2sccc2C)no1 (centres undefined),11,7,100,-9,3,105,1,0.7,0.6
CC(C)[N+](C)(CCC(C(N)=O)(c1ccccc1)c1ccccc1)C(C)C,0,8,97,-10,.,89,1,1.6,0.9
Cc1cccc(CN2CCCC(C(=O)c3cccc(OC(C)C)c3)C2)n1 (centres undefined),-12,-9,100,-10,-7,104,1,2.3,0.4
CC(=NCC1CCCO1)c1c(O)n(Cc2ccccc2)c(=O)[nH]c1=O (centres undefined),-34,22,106,-2,-5,101,3,1.2,0.9
CCC(=O)c1cn(Cc2ccccc2)c2ccccc12,4,-7,89,-3,-2,97,-8,-1.6,-2.4
Cc1ccc(C2N3CCCN23)cc1 (centres undefined),42,.,96,-14,-1,89,-19,-0.3,0.3
O=C(CCCc1ccccc1)NCCc1cnc[nH]1,28,8,108,8,-10,111,3,0.1,0.9
